TEAD-YAP block – TEAD-YAP interaction inhibition. HEK-TIYL cells, TEAD-Gal4/YAP UAS-luciferase luminescence. inhibition, % at 9.12 µM. hit rate 1.4% among 640,000. AID 1259422; in the data active = inhibition above about 32%;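 note: 0% = median of test compound wells and 100% = reference inhibitor wells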
MITF primary – human MITF inhibition, primary screen | inhibition, % at 2.6 µM | AlphaScreen MITF homodimerization, bead proximity signal | hit rate 0.91% among 650,000 | AID 1259374 | O75030; in the data active = inhibition above about 50%;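 note: 0% = vehicle wells with protein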
Target sequence (O75030 whole entry, looked up): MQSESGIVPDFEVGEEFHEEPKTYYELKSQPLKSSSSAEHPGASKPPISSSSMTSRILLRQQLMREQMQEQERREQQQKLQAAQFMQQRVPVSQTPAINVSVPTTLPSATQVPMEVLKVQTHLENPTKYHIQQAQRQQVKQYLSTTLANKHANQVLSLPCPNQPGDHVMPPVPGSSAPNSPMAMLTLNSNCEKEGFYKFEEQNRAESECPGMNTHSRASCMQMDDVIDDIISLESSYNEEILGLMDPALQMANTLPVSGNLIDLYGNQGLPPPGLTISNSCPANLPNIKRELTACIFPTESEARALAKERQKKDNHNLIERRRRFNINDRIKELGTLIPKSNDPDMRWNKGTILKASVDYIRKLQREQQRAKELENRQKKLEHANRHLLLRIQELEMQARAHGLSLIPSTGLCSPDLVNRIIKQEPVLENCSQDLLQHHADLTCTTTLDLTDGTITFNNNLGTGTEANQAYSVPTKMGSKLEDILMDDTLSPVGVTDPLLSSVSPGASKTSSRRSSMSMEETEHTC
GPR151 ag – human GPR151 activation. Q8TDV0. activation, % at 11.2 µM. hit rate 1% among 650,000. PathHunter beta-arrestin GPR151 cells, luminescence; in the data active = activation above about 4.9%;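 note: 0% = median of compound wells and 100% = cells with positive control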
Target sequence (Q8TDV0 whole entry, looked up): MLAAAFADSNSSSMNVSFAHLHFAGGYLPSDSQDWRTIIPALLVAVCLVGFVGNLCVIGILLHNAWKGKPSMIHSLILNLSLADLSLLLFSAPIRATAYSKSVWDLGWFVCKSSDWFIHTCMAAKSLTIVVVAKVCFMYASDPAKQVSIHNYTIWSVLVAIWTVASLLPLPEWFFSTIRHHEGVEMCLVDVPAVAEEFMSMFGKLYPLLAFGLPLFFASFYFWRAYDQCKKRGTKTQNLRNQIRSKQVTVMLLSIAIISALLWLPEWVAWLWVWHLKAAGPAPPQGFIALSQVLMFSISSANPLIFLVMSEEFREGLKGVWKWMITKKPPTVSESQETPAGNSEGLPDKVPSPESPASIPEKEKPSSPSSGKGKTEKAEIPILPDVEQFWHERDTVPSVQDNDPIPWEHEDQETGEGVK
FBW7 activator – human FBW7 E3 ligase activation, primary screen; Q969H0; AlphaScreen FBW7–phospho-cyclin E peptide binding, activator screen; normalized activity (activation), % at 26.1 µM; hit rate 0.13% among 650,000; AID 1259310; in the data active = normalized activity above about 1.9%;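 note: purified mutant Fbw7 with reduced substrate affinity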
* = called active by the depositor.

For CCOC(=O)c1sc(/N=C2\C(=O)Nc3ccc([N+](=O)[O-])cc32)cc1C the results were TEAD-YAP block -10, MITF primary 0, GPR151 ag -0.7 and FBW7 activator -0.1.
`CCOc1cc2c(cc1OCC)C(c1cccc(C(F)(F)F)c1)NCC2` (stereo not given) gave TEAD-YAP block -12, MITF primary 5, GPR151 ag -0.7 and FBW7 activator -0.1.
CCC(C)NC(=O)CN1C(=O)C(CC)Oc2ccccc21 (stereo not given) was read as TEAD-YAP block 0, MITF primary 0, GPR151 ag 0.6 and FBW7 activator -0.2.
Screening CCOC(=O)N1CCN(C(=O)COc2ccc(Cl)cc2C)CC1 returned TEAD-YAP block -1, MITF primary -6, GPR151 ag 1.0 and FBW7 activator -0.1.
CCCn1cc(-c2nc(-c3ccc(OC)c(OC)c3)no2)c(=O)c2ccccc21 was read as TEAD-YAP block 14, MITF primary 11, GPR151 ag 3.2 and FBW7 activator 0.5.
For CCOc1cc(/C=C2\N=C(c3cccc(Cl)c3)OC2=O)cc(Br)c1OC(C)=O the results were TEAD-YAP block 12, MITF primary 5, GPR151 ag -0.2 and FBW7 activator 0.1.
CCN(Cc1ccccc1)C(=O)CSc1nc(C)cc(C)c1C#N was read as TEAD-YAP block 12, MITF primary 12, GPR151 ag -1.0 and FBW7 activator 0.7.
`CC1=NN2C(=N)/C(=C/c3cn(Cc4ccc(Cl)cc4)c4ccccc34)C(=O)N=C2S1` gave TEAD-YAP block -6, MITF primary -7, GPR151 ag 1.6 and FBW7 activator -0.1.
Screening COc1ccc2nc(Cl)c(C3CC(c4ccc(Cl)cc4)=NN3C(C)=O)cc2c1 (stereo not given) returned TEAD-YAP block -2, MITF primary 4, GPR151 ag 0.8 and FBW7 activator -0.1.
Screening COc1ccc2c(C=Nc3ccccc3)c(O)n(Cc3ccccc3)c(=O)c2c1 returned TEAD-YAP block 5, MITF primary -8, GPR151 ag -0.4 and FBW7 activator 0.0.
COc1ccc(C)cc1NC(=O)C(N)=O was read as TEAD-YAP block 8, MITF primary 3, GPR151 ag 1.2 and FBW7 activator 0.6.
`COc1cc(C)c(C#N)c(OC)n1` gave TEAD-YAP block -2, MITF primary 12, GPR151 ag -0.1 and FBW7 activator -0.1.
Screening CSc1nc2c([nH]c3ccccc32)c(=O)n1C returned TEAD-YAP block 2, MITF primary 1, GPR151 ag -1.2 and FBW7 activator 0.6.
`CCOC(=O)c1c(NC(=O)COc2cc(C)ccc2C(C)C)sc2c1CCC2` gave TEAD-YAP block 1, MITF primary 15, GPR151 ag 1.1 and FBW7 activator 0.0.
For O=C(NCCCN1CCOCC1)c1cc2nc(-c3ccccc3)cc(-c3ccccc3)n2n1 the results were TEAD-YAP block 2, MITF primary -7, GPR151 ag -1.5 and FBW7 activator 0.1.
`Cc1cc(C)c2oc(-c3cccc(NC(=S)NC(=O)c4oc5ccccc5c4C)c3C)nc2c1` gave TEAD-YAP block -3, MITF primary 8, GPR151 ag 0.1 and FBW7 activator -0.1.
For Cc1ccc(C)c2[nH]c(=O)c(CCNC(=O)c3ccco3)cc12 the results were TEAD-YAP block -2, MITF primary 12, GPR151 ag -0.3 and FBW7 activator -0.1.
`COc1cccn2c(C(=O)Nc3ccccc3Cl)c(C(F)(F)F)nc12` gave TEAD-YAP block -2, MITF primary 3, GPR151 ag 0.6 and FBW7 activator 0.5.
O=C(/C=C/c1ccc(Br)cc1)N1CCOCC1 was read as TEAD-YAP block -25, MITF primary 7, GPR151 ag 3.1 and FBW7 activator 0.1.
Screening COc1cc(OC)cc(C(=O)NCCC(=O)NCCc2ccc(OC)c(OC)c2)c1 returned TEAD-YAP block 6, MITF primary 6, GPR151 ag 0.2 and FBW7 activator 0.1.

Copied from the listing, 6 compounds:
For CCOC(=O)c1sc(/N=C2\C(=O)Nc3ccc([N+](=O)[O-])cc32)cc1C the results were TEAD-YAP block -10, MITF primary 0, GPR151 ag -0.7 and FBW7 activator -0.1.
`CCOc1cc2c(cc1OCC)C(c1cccc(C(F)(F)F)c1)NCC2` (stereo not given) gave TEAD-YAP block -12, MITF primary 5, GPR151 ag -0.7 and FBW7 activator -0.1.
CCC(C)NC(=O)CN1C(=O)C(CC)Oc2ccccc21 (stereo not given) was read as TEAD-YAP block 0, MITF primary 0, GPR151 ag 0.6 and FBW7 activator -0.2.
Screening CCOC(=O)N1CCN(C(=O)COc2ccc(Cl)cc2C)CC1 returned TEAD-YAP block -1, MITF primary -6, GPR151 ag 1.0 and FBW7 activator -0.1.
CCCn1cc(-c2nc(-c3ccc(OC)c(OC)c3)no2)c(=O)c2ccccc21 was read as TEAD-YAP block 14, MITF primary 11, GPR151 ag 3.2 and FBW7 activator 0.5.
For CCOc1cc(/C=C2\N=C(c3cccc(Cl)c3)OC2=O)cc(Br)c1OC(C)=O the results were TEAD-YAP block 12, MITF primary 5, GPR151 ag -0.2 and FBW7 activator 0.1.

(list continues)
For Cc1cc(C)cc(NC(=O)c2ccc3c(=O)n(C4CCCCC4)c(=S)[nH]c3c2)c1 the results were TEAD-YAP block 7, MITF primary 7, GPR151 ag -1.7 and FBW7 activator 0.2.
OCCN(CCO)c1ccccc1N(CCO)CCO was read as TEAD-YAP block 6, MITF primary -3, GPR151 ag -0.7 and FBW7 activator 0.3.
COc1ccc(-n2nc3cc(C)c(NC(=O)c4ccc(Br)o4)cc3n2)cc1 was read as TEAD-YAP block 10, MITF primary -1, GPR151 ag 2.4 and FBW7 activator 0.0.
CCCS(=O)(=O)NCc1c(C)ncc2c1CCN(C(=O)c1scc3c1CCCC3)C2 was read as TEAD-YAP block -8, MITF primary 23, GPR151 ag -1.1 and FBW7 activator 0.3.
`Cc1cc(N(CC(=O)Nc2cccc(F)c2)S(C)(=O)=O)ccc1Br` gave TEAD-YAP block -5, MITF primary 14, GPR151 ag -0.9 and FBW7 activator 0.2.
For COc1cc(NC(=O)c2cnc(Nc3nccc4ccccc34)s2)cc(OC)c1OC the results were TEAD-YAP block -6, MITF primary 12, GPR151 ag 0.2 and FBW7 activator -0.1.
For O=C(N/N=C\c1ccc[nH]1)C12CC3CC(CC(C3)C1)C2 the results were TEAD-YAP block -19, MITF primary 6, GPR151 ag 1.9 and FBW7 activator 0.1.
`CSc1ccc(/C=C(\C#N)c2nc3ccc(C)cc3[nH]2)cc1` gave TEAD-YAP block -46, MITF primary 5, GPR151 ag -0.2 and FBW7 activator 0.6.
For O=C1C(=O)N(c2nncs2)C(c2ccc(Cl)cc2Cl)/C1=C(\O)c1ccc(F)cc1 (stereo not given) the results were TEAD-YAP block -5, MITF primary 11, GPR151 ag 0.4 and FBW7 activator 0.0.
Screening Cn1cccc1Cc1nnc(SCC(=O)N2CCCCC2)n1-c1ccccc1 returned TEAD-YAP block 10, MITF primary 3, GPR151 ag 2.3 and FBW7 activator -0.1.
COc1ccc(CNC(=O)c2ccccc2Br)cc1 was read as TEAD-YAP block -5, MITF primary -1, GPR151 ag 1.2 and FBW7 activator -0.1.
Screening CCOc1cc(C(=O)Nc2ccc(S(=O)(=O)Nc3nc(C)cc(C)n3)cc2)cc(OCC)c1OCC returned TEAD-YAP block -2, MITF primary -4, GPR151 ag -0.6 and FBW7 activator -0.1.
Screening O=S(=O)(CCc1ccccc1)c1nnnn1C1CCCCC1 returned MITF primary -18, GPR151 ag -0.2 and FBW7 activator -0.1.
COc1cccc(C2=N/C(=C\C=C\c3ccccc3OC)C(=O)O2)c1 was read as TEAD-YAP block 2, MITF primary 4, GPR151 ag 2.5 and FBW7 activator -0.1.
`CCCCCNC(=O)CN1C(=O)c2ccccc2S1(=O)=O` gave TEAD-YAP block -16, MITF primary 14, GPR151 ag 1.4 and FBW7 activator 0.9.
Screening O=C1CC(N2CCN(Cc3ccc4c(c3)OCO4)CC2)C(=O)N1Cc1ccc(Cl)cc1 (stereo not given) returned TEAD-YAP block 14, MITF primary 2, GPR151 ag 0.6 and FBW7 activator 0.1.
`COC(=O)C1=CN(C)C=C(C(=O)OC)C1c1ccc(OCc2ccccc2)c(OC)c1` gave TEAD-YAP block -18, MITF primary -5, GPR151 ag 2.5 and FBW7 activator -0.1.
O=C(Cc1ccccc1)Nc1cccc(NC(=O)Cc2ccccc2)n1 was read as TEAD-YAP block -13, MITF primary -16, GPR151 ag -0.4 and FBW7 activator 0.1.
CC(C(=O)Nc1cccc([N+](=O)[O-])c1)(C(F)(F)F)C(F)(F)F was read as TEAD-YAP block 11, MITF primary -5, GPR151 ag 2.1 and FBW7 activator -0.2.
`CC1CCCC(NC(=O)c2ccc3c(=O)n(Cc4ccc(Cl)cc4)c(=S)[nH]c3c2)C1C` (stereo not given) gave TEAD-YAP block 0, MITF primary 8, GPR151 ag -0.6 and FBW7 activator 0.2.
Screening O=C(CC(C(=O)N1CCc2ccccc21)n1ccnc1)N1CCc2ccccc2C1 (stereo not given) returned TEAD-YAP block 4, MITF primary 4, GPR151 ag 1.4 and FBW7 activator -0.3.
CC(=O)N1CCC2(CC1)OCc1cc(-c3ccc(CO)cc3)ccc1O2 was read as TEAD-YAP block -3, MITF primary 2, GPR151 ag -0.9 and FBW7 activator 0.3.
For CC(=O)OCC1OC(n2cc(F)c(=O)[nH]c2=O)C(OC(C)=O)C(OC(C)=O)C1OC(C)=O (stereo not given) the results were TEAD-YAP block -9, MITF primary 5, GPR151 ag 1.7 and FBW7 activator -0.1.
For COc1ccc(-c2nc(C#N)c(N3CC(C)CC(C)C3)o2)cc1OC (stereo not given) the results were TEAD-YAP block -12, MITF primary 6, GPR151 ag -0.5 and FBW7 activator 0.0.
For COc1ccc(C(=O)Oc2ccc(/C=C3/C(=N)N4OC(C)=CC4=NC3=O)cc2)cc1OC the results were TEAD-YAP block 0, MITF primary -5, GPR151 ag 0.0 and FBW7 activator -0.1.
For CCc1ccc(OCc2ccc(C(=O)NCc3ccccn3)o2)cc1 the results were TEAD-YAP block -32, MITF primary -21, GPR151 ag -1.3 and FBW7 activator -0.1.
Screening O=C(Cn1ccc(=NCc2ccccc2)cc1)c1cccc([N+](=O)[O-])c1 returned TEAD-YAP block 33*, MITF primary -32, GPR151 ag 0.0 and FBW7 activator 0.0.
Screening CCOC(=O)C1=C(c2ccccc2)OC(N)=C(C#N)C1c1ccc(C)cc1 (stereo not given) returned TEAD-YAP block -5, MITF primary 7, GPR151 ag -0.5 and FBW7 activator 0.0.
Screening CC(=O)C1C(=O)/C(=N\NC(C)(C)C)c2ccccc21 (stereo not given) returned TEAD-YAP block 5, MITF primary -3, GPR151 ag 4.0 and FBW7 activator -0.1.
Screening CCCCc1ccc(NC(=O)CSc2nc(=O)n(CCCN(CC)CC)c3c2CCC3)cc1 returned TEAD-YAP block 4, MITF primary 6, GPR151 ag 2.4 and FBW7 activator 0.0.
Screening COc1ccc(C(=O)CN2CCN(c3ccc(Cl)cc3)CC2)cc1 returned TEAD-YAP block 10, MITF primary -9, GPR151 ag -1.4 and FBW7 activator -0.1.
For Nc1nccc(Nc2ccncn2)n1 the results were TEAD-YAP block 11, MITF primary 5, GPR151 ag -0.5 and FBW7 activator 0.1.
For CCCOc1ccc(C2C(C(=O)c3ccco3)=C(O)C(=O)N2CCN(C)C)cc1 (stereo not given) the results were TEAD-YAP block 1, MITF primary 8, GPR151 ag 0.3 and FBW7 activator -0.1.
`COc1ccc(CN)cc1Cn1cccn1` gave TEAD-YAP block 12, MITF primary 11, GPR151 ag 0.1 and FBW7 activator 0.1.
For O=S(=O)(Nc1ccc2ccccc2c1)c1ccc(F)c(F)c1F the results were TEAD-YAP block 3, MITF primary -1, GPR151 ag 2.1 and FBW7 activator -0.1.
NS(=O)(=O)c1cc(C(=O)OCC(=O)c2ccc3c(c2)OCCO3)ccc1Cl was read as TEAD-YAP block -22, MITF primary 16, GPR151 ag 2.9 and FBW7 activator 0.1.
`CC(=O)c1c(C)[nH]c(C(=O)NCCN2CCC(C)CC2)c1C` gave TEAD-YAP block 4, MITF primary 11, GPR151 ag 0.1 and FBW7 activator 0.2.
O=C(CSc1ccccn1)Nc1ccc(F)c(F)c1 was read as TEAD-YAP block -18, MITF primary 2, GPR151 ag 0.9 and FBW7 activator 0.1.
Screening COc1ccc(O)c(/C=N/NC(=O)c2c(C)nnn2-c2nonc2N)c1 returned TEAD-YAP block 11, MITF primary -1, GPR151 ag 0.9 and FBW7 activator -0.1.
For COc1cc(NC(=O)/C=C/c2ccco2)cc(OC)c1OC the results were TEAD-YAP block 1, MITF primary 12, GPR151 ag -0.4 and FBW7 activator -0.1.
For COc1cccc(C2C(C(=O)Nc3nc4ccc(Br)cc4s3)=C(C)NC3=C2C(=O)CC(C)(C)C3)c1 (stereo not given) the results were TEAD-YAP block 3, MITF primary 7, GPR151 ag 1.6 and FBW7 activator 0.1.
For O=C(Nc1ccc(F)c(F)c1)C1(S(=O)(=O)c2ccc(Cl)cc2)CC1 the results were TEAD-YAP block 1, MITF primary 0, GPR151 ag 0.5 and FBW7 activator -0.1.
For O=C(Nc1ccccn1)c1csc2c1CCCC2 the results were TEAD-YAP block -24, MITF primary -3, GPR151 ag -2.5 and FBW7 activator 0.3.
CCC1(C)Cc2c(sc3nc(SCCc4ccccc4)n(-c4ccccc4)c(=O)c23)CO1 (stereo not given) was read as TEAD-YAP block -3, MITF primary 0, GPR151 ag -1.0 and FBW7 activator 0.1.
`C=CCn1c(SCC)nc2sc3c(c2c1=O)CCc1ccccc1-3` gave TEAD-YAP block 1, MITF primary 3, GPR151 ag 1.0 and FBW7 activator -0.1.
Screening COc1cccc(NC(=O)CN(C)S(=O)(=O)c2cc(Br)cnc2N)c1 returned TEAD-YAP block -12, MITF primary 10, GPR151 ag 0.6 and FBW7 activator -0.1.
CN(C)c1ccc(N2C(=O)c3cccc4c(Br)ccc(c34)C2=O)cc1 was read as TEAD-YAP block 6, MITF primary -4, GPR151 ag -0.5 and FBW7 activator 0.0.

Screens: PubChem BioAssay, The Scripps Research Institute Molecular Screening Center
